High-throughput results deposited in PubChem by The Scripps Research Institute Molecular Screening Center.
PAD4 FP inh: human PAD4 inhibitors, primary screen, biochemical, fluorescence polarization, 1536-well format; inhibition, % at 6.36 µM; recombinant PAD4, RCA probe fluorescence polarization; Protein-arginine deiminase type-4 (Homo sapiens), Q9UM07; 0.41% of 330,000 active;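 active = percent inhibition above a cutoff equal to the mean of all tested compounds plus 3 SD, cut at about 15% in these data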;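 note: 0% = PAD4 with RCA probe and DMSO and 100% = probe without PAD4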
PAFAH1B2 inh: PAFAH1B2 enzyme inhibitors, primary screen, biochemical, fluorescence polarization, human; recombinant PAFAH1B2, FP-rhodamine activity probe; inhibition, % at 3.39 µM; 1.2% of 340,000 active; AID 492953, 2010;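 active = inhibition above the mean of all tested compounds plus 3 SD, cut at about 24% in these data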;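 note: 0% = enzyme with DMSO and 100% = wells lacking PAFAH1B2; many of its hits are not listed in these tables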
Target sequence (P68402 whole entry, looked up): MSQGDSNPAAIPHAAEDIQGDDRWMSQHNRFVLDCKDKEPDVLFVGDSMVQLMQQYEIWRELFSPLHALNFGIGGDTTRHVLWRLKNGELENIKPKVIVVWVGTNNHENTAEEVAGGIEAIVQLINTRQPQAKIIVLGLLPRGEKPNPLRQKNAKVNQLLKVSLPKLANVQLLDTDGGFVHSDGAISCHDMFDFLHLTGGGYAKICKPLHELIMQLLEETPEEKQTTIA
LYPLA1 inh: LYPLA1 inhibitors, primary screen, counter-screen for PME1 inhibitor project, biochemical, fluorescence polarization, FP-Rh probe ABPP; 0.16% of 320,000 active; inhibition, % at 5.9 µM; Acyl-protein thioesterase 1 (Homo sapiens), O75608; recombinant LYPLA1; AID 2174, 2009;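 active = inhibition above the mean of all tested compounds plus 3 SD, set per campaign, cut at about 14% in these data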;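 note: inhibitors block serine hydrolase probe labeling of LYPLA1 so polarization falls; 0% = enzyme with DMSO and 100% = wells lacking LYPLA1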
PME-1 primary: PME-1 inhibitors via competitive probe labeling, primary screen, biochemical, fluorescence polarization, FP-Rh probe, HTS. 0.53% of 320,000 active. inhibition, % at 5.9 µM. recombinant PME-1. Protein phosphatase methylesterase 1 (Homo sapiens), Q9Y570;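 active = inhibition above the campaign mean of all compounds plus 3 SD, cut at about 26% in these data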;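 note: competitive labeling of PME-1 active site by serine hydrolase directed probe; 0% = PME-1 with DMSO and 100% = wells lacking PME-1 enzyme; inhibitors block probe labeling so polarization falls and inhibition rises; many of its hits are not listed in these tables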
GSTO1 counter: inhibitors of recombinant GSTO1, primary screen, counter-screen for RBBP9 inhibitor project, biochemical, fluorescence polarization | 1.1% of 300,000 active | activity-based probe fluorescence polarization | inhibition, % at 5.96 µM | Glutathione S-transferase omega-1 (Homo sapiens), P78417 | AID 1974, 2009;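 active = inhibition above the campaign mean inhibition plus 3 SD, cut at about 35% in these data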;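 note: 0% = GSTO1-1 with DMSO and 100% = wells lacking GSTO1-1 enzyme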
Target sequence (P78417 whole entry, looked up): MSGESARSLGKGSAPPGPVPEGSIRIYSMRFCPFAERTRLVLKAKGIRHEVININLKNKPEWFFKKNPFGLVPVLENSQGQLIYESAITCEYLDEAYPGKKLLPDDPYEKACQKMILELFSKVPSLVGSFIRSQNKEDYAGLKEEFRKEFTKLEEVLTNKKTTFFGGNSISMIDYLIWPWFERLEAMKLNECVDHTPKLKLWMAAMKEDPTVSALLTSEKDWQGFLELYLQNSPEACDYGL
pPAFAH inh: pPAFAH enzyme inhibitors, primary screen, biochemical, fluorescence polarization, human; recombinant pPAFAH, FP-rhodamine probe fluorescence polarization; inhibition, % at 3.39 µM; AID 463082, 2010; Platelet-activating factor acetylhydrolase (Homo sapiens), Q13093; 1.5% of 330,000 active;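 active = inhibition above the mean inhibition across the screen plus 3 SD, cut at about 25% in these data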;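 note: inhibitors block binding of the rhodamine activity-based probe so polarization drops; 0% = enzyme with DMSO and 100% = wells lacking pPAFAH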
Target sequence (Q13093 whole entry, looked up): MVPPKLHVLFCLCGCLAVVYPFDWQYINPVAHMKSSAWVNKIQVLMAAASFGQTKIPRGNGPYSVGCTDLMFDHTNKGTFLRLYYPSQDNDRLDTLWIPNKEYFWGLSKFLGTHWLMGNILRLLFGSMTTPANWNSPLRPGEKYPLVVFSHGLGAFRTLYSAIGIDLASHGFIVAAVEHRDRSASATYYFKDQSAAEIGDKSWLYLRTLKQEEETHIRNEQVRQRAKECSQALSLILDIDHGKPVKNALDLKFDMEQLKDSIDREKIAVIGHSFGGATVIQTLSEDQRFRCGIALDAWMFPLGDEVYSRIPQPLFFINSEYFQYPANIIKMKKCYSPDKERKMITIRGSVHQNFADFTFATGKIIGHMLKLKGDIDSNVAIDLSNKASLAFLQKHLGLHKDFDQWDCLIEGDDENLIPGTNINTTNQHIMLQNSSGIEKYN
PAFAH2 inh: PAFAH2 enzyme inhibitors, primary screen, biochemical, fluorescence polarization, human; Platelet-activating factor acetylhydrolase 2, cytoplasmic (Homo sapiens), Q99487; recombinant PAFAH2, FP-rhodamine activity probe; inhibition, % at 3.39 µM; 0.99% of 340,000 active; AID 492956, 2010;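 active = inhibition above the mean over all tested compounds plus 3 SD, cut at about 30% in these data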;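 note: inhibitors block probe labeling of enzyme so polarization drops; 0% = enzyme with DMSO and 100% = wells lacking PAFAH2 protein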
Fam108B inh: mouse Fam108B serine hydrolase inhibitors, primary screen, counter-screen for RBBP9 inhibitor project, biochemical, fluorescence polarization. recombinant Fam108B, FP-Rh probe fluorescence polarization. inhibition, % at 9.51 µM. AID 1947, 2009. 0.33% of 300,000 active;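 active = inhibition above the screen mean inhibition plus 3 SD, computed separately per campaign, cut at about 18% in these data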;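 note: inhibitors lower polarization as less probe binds the enzyme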
PAFAH1B3 FP inh: PAFAH1B3 enzyme inhibitors, primary screen, biochemical, fluorescence polarization, human; Platelet-activating factor acetylhydrolase IB subunit alpha1 (Homo sapiens), Q15102; 0.28% of 340,000 active; inhibition, % at 3.39 µM; recombinant PAFAH1B3, FP-rhodamine probe;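 active = inhibition above the screen-wide average of all tested compounds plus 3 SD, cut at about 25% in these data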;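 note: 0% = enzyme with DMSO only and 100% = wells lacking PAFAH1B3 protein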
An asterisk follows results filed as active; . = not tested or not shown.

| compound | Fam108B inh | PAFAH1B2 inh | pPAFAH inh | LYPLA1 inh | GSTO1 counter | PAFAH1B3 FP inh | PME-1 primary | PAD4 FP inh | PAFAH2 inh |
| --- | --- | --- | --- | --- | --- | --- | --- | --- | --- |
| CC(=O)c1cc2c(cc1N/C(=N/S(=O)(=O)c1ccc(Br)cc1)c1ccccc1)OCO2 | -8 | -2 | 2 | 1 | 2 | 5 | 4 | 0 | -4 |
| COc1cc(C2c3sc(=O)[nH]c3SC3C(=O)N(c4ccc(C)cc4)C(=O)C32)ccc1O (stereo not drawn) | 0 | 1 | 8 | -3 | 0 | -2 | -6 | 0 | -2 |
| O=C(NCC1CCCO1)C1CC(=O)N(C2CCCC2)C1 (stereo not drawn) | 6 | 0 | 0 | 0 | 9 | 2 | -1 | 2 | 2 |
| CC(C)c1ccc(S(=O)(=O)N2CCN(C(=O)C3CCCCC3)CC2)cc1 | -2 | 4 | 4 | 3 | 4 | 2 | 2 | 1 | -3 |
| C[C@H](CO)N1C[C@H](C)[C@@H](CN(C)C(=O)NC2CCCCC2)Oc2ccc(NS(=O)(=O)c3ccc(F)cc3)cc2C1=O | . | 9 | 9 | . | . | 2 | . | 7 | 4 |
| Nc1nonc1-n1nnc(C(=O)N/N=C/c2ccc(OCc3ccccc3F)cc2)c1CNc1ccccc1 | -4 | 0 | 3 | -5 | -4 | 4 | -5 | -3 | -5 |
| Cc1ccnc(NC(=O)Nc2ccc(F)cc2)c1 | -2 | -4 | 0 | -2 | -1 | 10 | -1 | 4 | -4 |
| CCCC(=O)n1nc(-c2ccco2)nc1SCc1ccccc1 | -3 | 3 | 4 | -2 | 2 | -6 | -1 | -2 | 4 |
| Cc1c(Cl)cccc1NC(=O)CSc1ncnc2c1cnn2CCc1ccccc1 | -8 | -1 | -6 | -1 | 3 | 8 | -7 | -3 | 10 |
| CCOc1ccc(Nc2nc3c(c(=O)[nH]2)CCCC3)cc1 | -2 | -1 | 1 | -3 | 9 | -2 | -4 | 0 | -15 |
| Oc1oc(-c2ccc(Br)cc2)nc1/C=N/c1ccccn1 | 0 | 2 | 5 | -3 | 4 | 5 | 6 | -6 | 5 |
| COc1ccc2oc(C(=O)NCc3ccccc3CN3CCCC3)c(C)c2c1 | . | -1 | -2 | -4 | . | -4 | -4 | -16 | -6 |
| O=C(C[C@H]1C/C=C\C[C@H](NC(=O)OCC2c3ccccc3-c3ccccc32)C(=O)OC[C@@H]2CCCN2C1=O)NCCO | . | 0 | -1 | . | . | 9 | . | 0 | 1 |
| CCOC(=O)c1cccc(NC(=O)CCc2nnc3ccc(N4CCN(C)CC4)nn23)c1 | 3 | -2 | 2 | -2 | 0 | 3 | 1 | -2 | -5 |
| S=C1NC[C@H](Cc2ccccc2)N1CCCCC1CCCCC1 | 1 | 1 | 3 | -4 | 1 | 5 | -3 | 0 | -4 |
| COc1ccc(NC(=O)C2=CC(c3ccc(OC)c(OC)c3)=NS(=O)(=O)N2C)cc1 | 2 | 5 | 4 | -4 | 1 | -4 | 2 | -1 | -3 |
| O=C1CC2(CCN(C(=O)c3ccc([N+](=O)[O-])cc3)CC2)Oc2ccccc21 | 2 | 3 | -3 | 8 | -1 | 6 | 6 | 3 | 10 |
| CC1(C)CC(=O)C2=C(C1)NC(Nc1nc3ccccc3o1)=NC2c1ccccn1 (stereo not drawn) | -1 | 0 | 5 | -4 | -1 | -1 | -2 | -3 | 11 |
| CC(OC(=O)c1ccc(-n2cnnn2)cc1)C(=O)Nc1ccc(F)c(F)c1F (stereo not drawn) | . | -3 | -2 | -6 | . | -1 | -19 | 1 | 2 |
| Cc1ccc(C(=O)Nn2cnnc2)cc1S(=O)(=O)N1CCOCC1 | 0 | 2 | 5 | -1 | -3 | -1 | 0 | 0 | -5 |
| Cc1ccc(C(=O)NCC(=O)OCC(=O)c2ccc3c(c2)NC(=O)CO3)cc1C | 3 | 4 | 1 | 2 | -9 | 3 | -1 | -6 | 2 |
| Nc1cccc2c1C(=O)N(C(=O)/C=C/c1ccc(F)cc1)C2=O | 3 | 4 | 0 | 3 | 3 | 4 | -1 | -2 | 2 |
| COc1ccc(Cl)cc1NC(=S)NNC(=O)c1cccnc1 | -1 | 2 | 10 | 1 | -5 | 12 | 0 | 1 | 6 |
| COc1ccc(C)cc1NS(=O)(=O)c1ccc(Br)s1 | -3 | 6 | 1 | -3 | 1 | 12 | 2 | 0 | 9 |
| O=C(NC1=NCCS1)c1cccc(N2C(=O)c3ccccc3C2=O)c1 | -1 | -4 | -9 | -2 | 0 | 3 | 4 | 1 | 4 |
| CSC1=C(C#N)C(c2ccc3c(c2)OCO3)C2=C(CCCC2=O)N1 (stereo not drawn) | 3 | 0 | 4 | 1 | -5 | -2 | 1 | 3 | 1 |
| CC(Oc1ccc(Cl)cc1Cl)C(=O)NCCN1CCOCC1 (stereo not drawn) | 1 | 5 | 0 | -3 | 9 | -3 | -2 | 5 | -2 |
| O=C(OC1CCOC1=O)c1cc(-c2cccc(Br)c2)nc2ccccc12 (stereo not drawn) | -8 | 3 | 6 | -8 | -2 | -1 | 2 | 1 | -2 |
| Cc1cc(-c2ccc(NC(=O)[C@@H]3CCCC[C@@H]3C(=O)O)c(C)c2)ccc1NC(=O)[C@@H]1CCCC[C@@H]1C(=O)O | 1 | 3 | 9 | 0 | -19 | 11 | 0 | -4 | -2 |
| Cc1cc(C)c2c(N)c(C(=O)N/N=C/c3cccnc3)sc2n1 | 1 | . | 18 | 4 | 5 | . | 10 | 2 | . |
| COc1ccc(-n2c(=O)cc(N3CCN(c4ccccc4)CC3)[nH]c2=O)cc1 | 1 | 18 | -2 | -1 | -3 | 2 | -11 | -2 | -3 |
| CSC1=NCCN1C(=O)c1cccc(C(F)(F)F)c1 | 4 | 1 | 3 | 2 | 10 | 9 | -8 | 4 | 7 |
| CCCN(CCC)CCCNC(=O)c1cc2c(-c3ccc(OC)c(OC)c3)nn(C)c2s1 | -2 | -7 | 5 | 1 | 1 | 6 | -3 | -2 | -3 |
| COC(=O)C1N[C@@H]([C@@H](NC(=O)COc2ccccc2)C(=O)NCc2ccsc2)SC1(C)C (stereo partly drawn) | 0 | 4 | 0 | 4 | 4 | 16 | 5 | 0 | 10 |
| CC(C(=O)NC1CCCC1)N(Cc1ccco1)C(=O)c1snc(C(=O)NC2CCCC2)c1N (stereo not drawn) | -2 | -2 | 7 | -5 | -4 | 10 | 6 | 3 | 3 |
| COC(=O)C(N)Cc1ccc(Cl)cc1 (stereo not drawn) | 1 | -2 | 1 | -1 | 1 | 0 | -12 | 2 | 4 |
| CC(C)(C)NC(=O)NC(=O)COC(=O)CCC1CCCC1 | -1 | 6 | 31* | -2 | 7 | -1 | 2 | 4 | 16 |
| Cc1cccc(CN2CCC(CNC(=O)CSc3cc(=O)n(C)c4cc(Cl)ccc34)CC2)c1 | 2 | 6 | -2 | -1 | -3 | 4 | 5 | -10 | 1 |
| CCONC(=NC)c1nonc1N | 0 | -1 | 4 | 4 | -4 | 3 | 0 | -5 | 1 |
| COc1ccc(NC(=O)C(=O)NCCCO)cc1Cl | -4 | 1 | -1 | 0 | 0 | 3 | -6 | -6 | 3 |
| CCN(C(=O)CSc1nnc(-c2ccc(F)cc2)c2ccccc12)C1CCS(=O)(=O)C1 (stereo not drawn) | -2 | 9 | 15 | -1 | -25 | 4 | -7 | 5 | 8 |
| COc1ccc(C2=CC(c3cc(OC)c(OC)c(OC)c3)NC(=S)N2)cc1 (stereo not drawn) | 1 | 0 | 1 | -4 | -1 | -1 | -9 | 14 | -1 |
| C=CCn1c(CNc2ccc(C)cc2)nnc1SCC(=O)N/N=C/c1ccc(O)cc1O | 6 | 5 | 7 | 0 | -4 | 12 | -3 | 2 | 1 |
| N/C(=N\OC(=O)CCCN1C(=O)c2ccccc2C1=O)c1ccccn1 | -2 | -1 | 5 | 1 | 6 | 10 | -3 | 1 | 9 |
| COc1ccc(S(=O)(=O)Nc2ccc3c(c2)n(C)c(=O)n3C)cc1F | -4 | -6 | 1 | -1 | 2 | 1 | -5 | -2 | 13 |
| O=C(NCCc1c[nH]c2ccccc12)C(=O)c1c[nH]c2ccccc12 | 1 | 5 | 10 | -4 | -11 | -1 | 5 | -3 | -6 |
| Cc1ccc(NC(=O)CS(=O)(=O)c2cn(CC(=O)N3CCOCC3)c3ccccc23)cc1 | -5 | 1 | 4 | 1 | 13 | 7 | -4 | 4 | -1 |
| COC(=O)c1cc(S(=O)(=O)NCc2ccc3c(c2)OCO3)c[nH]1 | -2 | -1 | 5 | 0 | -5 | -5 | 6 | 1 | 1 |
| CCOC(=O)C(NC(=O)c1cccc(Cl)c1)(OCc1ccccc1)C(F)(F)F (stereo not drawn) | 1 | 1 | -1 | -6 | 2 | 9 | 0 | -1 | -6 |
| CCCCOCCCNC(=O)c1cccc(OC)c1 | -3 | 1 | 6 | -2 | -1 | 1 | 2 | -3 | 5 |
| COc1cc(OC)cc(C(=O)NC2CCSC2=O)c1 (stereo not drawn) | 1 | 3 | 12 | 1 | -7 | -5 | -10 | -4 | -3 |
| O=C1CCCc2c1nc(-c1cccc(Cl)c1)n2O | 7 | -1 | -4 | 1 | 3 | -2 | -4 | 2 | 12 |
| Cc1nc(C)n(CC(=O)N2CCCC(C(=O)c3ccc(C(F)(F)F)cc3)C2)n1 (stereo not drawn) | 4 | 0 | 1 | 2 | 7 | -2 | 1 | 5 | -5 |
| CCN(Cc1cc(OC)c(OC)c(OC)c1)C(=S)Nc1cccc(SC)c1 | 1 | 2 | 1 | 1 | 1 | 2 | 3 | -7 | 4 |
| CCOC(=O)c1nn(-c2cccc(C)c2)cc1C(=O)c1ccccc1 | 2 | 2 | 14 | 1 | 1 | 5 | -8 | -1 | -9 |
| CCOc1cc(-c2c(C#N)c(N)nc3c2CCCC3C)ccc1O (stereo not drawn) | 5 | -1 | 4 | -2 | -19 | -4 | 3 | 1 | 1 |
| CC(C)(C)c1ccc(-n2nc(C(N)=O)c(O)cc2=O)cc1 | -3 | 7 | 2 | -4 | -7 | 5 | -4 | 0 | 7 |
| CC(Oc1ccc(NC(=O)c2ccco2)cc1)C(=O)N1c2ccccc2CC1C (stereo not drawn) | -2 | -3 | 0 | -2 | 2 | 2 | -3 | -4 | 5 |
| COc1cc(C2NC(=O)NC(c3ccccc3)=C2C(C)=O)ccc1OCC#N (stereo not drawn) | -2 | 1 | 6 | -2 | -4 | 3 | 0 | 2 | 2 |

A portion of the library, so the mix of outcomes need not match the whole.
